M4 PAM: human M4 muscarinic receptor positive allosteric modulators, primary screen, CHO-K1 cells, Fluo-8 calcium fluorescence. actives 0.4% (n = 360,000). CHO-K1 hM4/Gqi5, ACh EC20; 0% = ACh EC20, 100% = maximal ACh. AID 624126, 2012. activation, % at 3 µM. Muscarinic acetylcholine receptor M4 (Homo sapiens), P08173;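 active = activation above its plate's cutoff, the mean activation of sample wells plus 3 SD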; also: some results filed as inactive read as strong as hits
Target sequence (P08173 whole entry, looked up): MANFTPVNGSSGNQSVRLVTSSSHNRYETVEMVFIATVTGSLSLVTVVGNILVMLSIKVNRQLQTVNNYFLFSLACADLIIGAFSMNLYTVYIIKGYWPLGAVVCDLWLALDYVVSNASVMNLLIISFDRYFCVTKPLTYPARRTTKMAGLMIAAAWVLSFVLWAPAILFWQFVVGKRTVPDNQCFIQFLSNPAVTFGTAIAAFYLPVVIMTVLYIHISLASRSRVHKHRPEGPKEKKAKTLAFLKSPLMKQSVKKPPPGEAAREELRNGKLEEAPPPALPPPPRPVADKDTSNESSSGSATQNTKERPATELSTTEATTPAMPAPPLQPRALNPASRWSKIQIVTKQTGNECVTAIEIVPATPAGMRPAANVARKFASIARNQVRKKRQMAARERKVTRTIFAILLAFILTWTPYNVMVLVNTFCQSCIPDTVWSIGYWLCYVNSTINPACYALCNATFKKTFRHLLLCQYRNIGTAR
TAAR1 antagonist: human TAAR1 antagonists, primary screen, Fluo-8 calcium fluorescence, CHO RD-HGA16 cells. antagonist. inhibition, % at 3 µM. actives 1.5% (n = 360,000). AID 624466, 2012;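 active = inhibition above a per-plate cutoff, the mean inhibition of test compounds on that plate plus 3 SD, cut at about 49% in these data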;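 also: 0% = DMSO plus EC80 beta-PEA response and 100% = DMSO alone without agonist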
Target sequence (Q96RJ0 whole entry, looked up): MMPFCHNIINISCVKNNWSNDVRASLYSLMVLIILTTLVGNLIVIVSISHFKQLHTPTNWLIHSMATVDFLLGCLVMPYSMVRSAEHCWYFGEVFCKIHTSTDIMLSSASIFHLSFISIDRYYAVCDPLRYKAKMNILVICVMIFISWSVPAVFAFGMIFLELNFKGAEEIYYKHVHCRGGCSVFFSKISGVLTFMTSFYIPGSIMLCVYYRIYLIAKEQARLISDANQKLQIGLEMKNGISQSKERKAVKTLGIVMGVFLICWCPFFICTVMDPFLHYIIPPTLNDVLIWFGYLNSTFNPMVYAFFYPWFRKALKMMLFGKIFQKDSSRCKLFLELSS
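System: CHO RD-HGA16 cells bearing hTAAR1. Reagent: EC80 β-phenethylamine stimulus. Schedule: seeding 17-24 h prior, 75-min 37 °C, 30-min RT dye loading. Signal: Fluo-8 intracellular calcium dye fluorescence, real-time kinetic reads. Read-out: % inhibition from peak post-agonist over basal fluorescence ratio. Benchmarks: vehicle wells and EC80 agonist wells. Replicates: n of 1.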
CHO-K1 Ca PAM: nonselective calcium activators in parental CHO-K1 cells, primary screen, counter-screen for M1 PAM project, cell-based, Fluo-8 calcium fluorescence, full deck, 1536-well; activation, % at 3 µM; actives 0.02% (n = 360,000); AID 602247, 2012; ATP EC20; 0% at ATP EC20, 100% at ATP max;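 active = activation above the run cutoff, the mean activation of all test compounds plus 3 SD, cut at about 40% in these data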;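 also: peak over basal fluorescence ratio in a 140 s read after ATP addition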
CRFBP-R2 block: antagonists of CRF-BP/CRF-R2 complex, primary screen, cell-based, HEK293, calcium dye fluorescence, uHTS. CRF-induced calcium fluorescence. inhibition, % at 11.8 µM. actives 0.59% (n = 350,000). AID 588475, 2011;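 active = inhibition of the ligand-induced calcium signal above about 50% at the single tested concentration, limit read from the data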
TAAR1 agonist: human TAAR1 agonists, primary screen, Fluo-8 calcium fluorescence, CHO RD-HGA16 cells. Trace amine-associated receptor 1 (Homo sapiens), Q96RJ0. vehicle wells 0%, saturating PEA agonist 100%. activation, % at 3 µM. actives 0.99% (n = 360,000). AID 624467, 2012;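 active = activation above the mean activation of all test compounds in the run plus 3 SD, cut at about 38% in these data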
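System: CHO RD-HGA16 cells carrying human TAAR1 plus Gα16; Incubation: 17-24 h seeding, 75 min 37 °C dye, 30 min RT; Measured by: Fluo-8 fluorescence, 5 s baseline then 140 s kinetic read; Control set: DMSO and PEA EC100; Replication: single well for each compound.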
CHRM5 antagonist: human M5 muscarinic receptor antagonists, primary screen, CHO cells, Fluo-8 calcium fluorescence; Muscarinic acetylcholine receptor M5 (Homo sapiens), P08912; CHO-hM5 cells, ACh EC80; inhibition, % at 3 µM; actives 0.59% (n = 360,000); AID 624040, 2012;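 active = inhibition above a per-plate cutoff, the mean of that plate's test compounds plus 3 SD, cut at about 27% in these data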;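 also: 0% = acetylcholine EC80 with DMSO and 100% = DMSO without agonist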
CHRM5 agonist: human M5 muscarinic receptor agonists, primary screen, CHO-K1 cells, Fluo-8 calcium fluorescence; CHO-K1 hM5 cells; 0% DMSO wells, 100% maximal acetylcholine response; AID 624037, 2012; Muscarinic acetylcholine receptor M5 (Homo sapiens), P08912; actives 0.19% (n = 360,000); activation, % at 3 µM;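 active = activation above the run's mean over test compounds plus 3 SD, cut at about 23% in these data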;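 also: signal is peak over basal fluorescence ratio across the kinetic read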
CHRM5 PAM: human M5 muscarinic receptor positive allosteric modulators, primary screen, CHO-K1 cells, Fluo-8 calcium fluorescence. Muscarinic acetylcholine receptor M5 (Homo sapiens), P08912. CHO-K1 hM5, ACh EC20 PAM; 0% = ACh EC20, 100% = ACh EC100. activation, % at 3 µM. actives 0.3% (n = 360,000). AID 624038, 2012;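 active = activation above the run cutoff, the mean activation of all test compounds plus 3 SD, cut at about 18% in these data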
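Assay system: CHO-K1 hM5 cells / Incubation: Fluo-8 loading 80 min at 37 °C plus 30 min room temperature / Technique: Fluo-8 calcium dye fluorescence, kinetic read / Repeats: single replicate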
CRFR2-BP ag: agonists of CRF-BP/CRF-R2 complex, primary screen, cell-based, HEK293, calcium dye fluorescence, uHTS. actives 0.46% (n = 350,000). calcium dye fluorescence (FLIPR); percent of saturating CRF peptide response. activation, % at 13.2 µM. CRF-binding protein / CRF receptor 2 complex (human);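 active = activation of at least 50%, plus an integration ratio under a set limit after plate pattern correction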;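 also: plate controls were neutral control wells without compound for no effect and CRF at EC100 for full effect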
Active calls of the source: *.

Screening COCCCNC(=O)c1c(N)n(-c2ccc(S(N)(=O)=O)cc2)c2nc3ccccc3nc12 returned M4 PAM -2, TAAR1 antagonist -6, CHO-K1 Ca PAM 22, CRFBP-R2 block 0, TAAR1 agonist 7, CHRM5 antagonist -3, CHRM5 agonist 0, CHRM5 PAM 6 and CRFR2-BP ag 0.3.
For COCCNC(=O)c1cc2ncc(Br)cn2n1 the results were M4 PAM 2, TAAR1 antagonist 0, CHO-K1 Ca PAM 26, CRFBP-R2 block -1, TAAR1 agonist 9, CHRM5 antagonist -9, CHRM5 agonist -1, CHRM5 PAM 15 and CRFR2-BP ag 0.2.
`O=C(CCNC(=O)C1CCN(S(=O)(=O)c2ccccc2)CC1)Nc1ccccc1` gave M4 PAM -2, TAAR1 antagonist -12, CHO-K1 Ca PAM 17, CRFBP-R2 block 2, TAAR1 agonist 10, CHRM5 antagonist -8, CHRM5 agonist -1, CHRM5 PAM 6 and CRFR2-BP ag 0.4.
Screening Cc1ccc(-c2noc(-c3ccccc3C(=O)N3CCN(C)CC3)n2)cc1 returned M4 PAM 3, TAAR1 antagonist 4, CHO-K1 Ca PAM 23, CRFBP-R2 block 10, TAAR1 agonist 5, CHRM5 antagonist 0, CHRM5 agonist -2, CHRM5 PAM -3 and CRFR2-BP ag -1.4.
`COc1ccc(-c2ccnc(SCC(=O)c3ccc(Br)cc3)n2)cc1` gave M4 PAM 2, TAAR1 antagonist -14, CHO-K1 Ca PAM -15, CRFBP-R2 block -11, TAAR1 agonist 7, CHRM5 antagonist 0, CHRM5 agonist 1, CHRM5 PAM 0 and CRFR2-BP ag 3.0.
Screening COCCn1c(SCC(=O)Nc2cc(C(C)(C)C)nn2-c2ccccc2)nnc1-c1ccncc1 returned M4 PAM 5, TAAR1 antagonist 0, CHO-K1 Ca PAM 10, CRFBP-R2 block -11, TAAR1 agonist 1, CHRM5 antagonist -1, CHRM5 agonist -4, CHRM5 PAM 5 and CRFR2-BP ag -1.8.
CCOc1ccc(NC(=O)C2C(C(=O)O)C3(Cl)C(Cl)=C(Cl)C2(Cl)C3(Cl)Cl)cc1 (stereo not given) was read as M4 PAM -6, TAAR1 antagonist 4, CHO-K1 Ca PAM 24, CRFBP-R2 block -41, TAAR1 agonist 8, CHRM5 antagonist 2, CHRM5 agonist -2, CHRM5 PAM -1 and CRFR2-BP ag -2.1.
CC1(C)CC(=O)C(C=Nc2ccc(NC3=C(C#N)C(=O)CC(C)(C)C3)cc2)=C(O)C1 was read as M4 PAM -4, TAAR1 antagonist 7, CHO-K1 Ca PAM 22, CRFBP-R2 block -34, TAAR1 agonist 6, CHRM5 antagonist 3, CHRM5 agonist -3, CHRM5 PAM 0 and CRFR2-BP ag 1.6.
O=C(Nc1ccc2ncccc2c1)c1ccccc1Cl was read as M4 PAM 2, TAAR1 antagonist -4, CHO-K1 Ca PAM 9, CRFBP-R2 block -12, TAAR1 agonist 2, CHRM5 antagonist -4, CHRM5 agonist 2, CHRM5 PAM 4 and CRFR2-BP ag -1.6.
Screening Cc1c(Cl)c([N+](=O)[O-])nn1Cc1ccc(C(=O)NN)o1 returned M4 PAM -1, TAAR1 antagonist 10, CHO-K1 Ca PAM -16, CRFBP-R2 block -9, TAAR1 agonist 1, CHRM5 antagonist -3, CHRM5 agonist -5, CHRM5 PAM 6 and CRFR2-BP ag -0.9.
`CNC(=O)c1ncoc1-c1ccc(Cl)cc1` gave M4 PAM -13, TAAR1 antagonist -9, CHO-K1 Ca PAM 14, CRFBP-R2 block 3, TAAR1 agonist 10, CHRM5 antagonist 14, CHRM5 agonist -4, CHRM5 PAM 1 and CRFR2-BP ag 0.1.
CCOc1ccc(C)cc1S(=O)(=O)n1cnc2ccccc21 was read as M4 PAM -3, TAAR1 antagonist -17, CHO-K1 Ca PAM -10, CRFBP-R2 block 13, TAAR1 agonist -2, CHRM5 antagonist 5, CHRM5 agonist 2, CHRM5 PAM -1 and CRFR2-BP ag -6.1.
`O=C(COC(=O)c1ccc(S(=O)(=O)N2CCCCC2)cc1)Nc1ccccc1Cl` gave M4 PAM 9, TAAR1 antagonist 2, CHO-K1 Ca PAM 4, CRFBP-R2 block 0, TAAR1 agonist 1, CHRM5 antagonist 2, CHRM5 agonist 0, CHRM5 PAM -3 and CRFR2-BP ag 4.8.
Screening CCOc1ccc(NC(=O)Cn2nc(C(N)=O)c3ccccc3c2=O)cc1S(=O)(=O)N1CCCC1 returned M4 PAM 23*, TAAR1 antagonist -6, CHO-K1 Ca PAM 1, CRFBP-R2 block -16, TAAR1 agonist -1, CHRM5 antagonist 10, CHRM5 agonist -2, CHRM5 PAM 2 and CRFR2-BP ag -0.2.
O=C(NCCc1ccccc1)C1=COCCO1 was read as M4 PAM 8, TAAR1 antagonist 2, CHO-K1 Ca PAM -23, CRFBP-R2 block -3, TAAR1 agonist 0, CHRM5 antagonist 15, CHRM5 agonist -1, CHRM5 PAM -4 and CRFR2-BP ag 1.5.
Screening O=C(COc1nncc2ccccc12)Nc1ccc(F)c(F)c1 returned M4 PAM 11, TAAR1 antagonist 12, CHO-K1 Ca PAM 9, CRFBP-R2 block 0, TAAR1 agonist 3, CHRM5 antagonist 12, CHRM5 agonist 1, CHRM5 PAM 0 and CRFR2-BP ag 0.0.
CCCCOC(=O)c1ccc(NC(=O)C(=O)CC(=O)c2ccc(OC)cc2)cc1 was read as M4 PAM -3, TAAR1 antagonist -11, CHO-K1 Ca PAM -18, CRFBP-R2 block -4, TAAR1 agonist -1, CHRM5 antagonist -4, CHRM5 agonist -3, CHRM5 PAM 1 and CRFR2-BP ag -0.1.
Screening CCN(CC)C(=O)c1cnn(-c2ccccc2)c1NC(=O)c1cccc(F)c1 returned M4 PAM 14, TAAR1 antagonist -15, CHO-K1 Ca PAM 22, CRFBP-R2 block -19, TAAR1 agonist 1, CHRM5 antagonist -12, CHRM5 agonist -3, CHRM5 PAM -2 and CRFR2-BP ag 1.5.
Screening Nc1ccc(C(=O)OCC(=O)N2CCOCC2)cc1[N+](=O)[O-] returned M4 PAM 1, TAAR1 antagonist 2, CHO-K1 Ca PAM 14, CRFBP-R2 block 18, TAAR1 agonist 8, CHRM5 antagonist -8, CHRM5 agonist -2, CHRM5 PAM 3 and CRFR2-BP ag 0.0.
`COC12CC(=O)C(C(C)=O)=C(O)C1(C)c1c(O)c(C)c(O)c(C(C)=O)c1O2` (stereo not given) gave M4 PAM 4, TAAR1 antagonist 4, CHO-K1 Ca PAM -21, TAAR1 agonist 6, CHRM5 antagonist 9, CHRM5 agonist 3 and CHRM5 PAM -5.

Two entries drawn at random from those above:
CCOc1ccc(NC(=O)C2C(C(=O)O)C3(Cl)C(Cl)=C(Cl)C2(Cl)C3(Cl)Cl)cc1 (stereo not given) was read as M4 PAM -6, TAAR1 antagonist 4, CHO-K1 Ca PAM 24, CRFBP-R2 block -41, TAAR1 agonist 8, CHRM5 antagonist 2, CHRM5 agonist -2, CHRM5 PAM -1 and CRFR2-BP ag -2.1.
For COCCNC(=O)c1cc2ncc(Br)cn2n1 the results were M4 PAM 2, TAAR1 antagonist 0, CHO-K1 Ca PAM 26, CRFBP-R2 block -1, TAAR1 agonist 9, CHRM5 antagonist -9, CHRM5 agonist -1, CHRM5 PAM 15 and CRFR2-BP ag 0.2.

(listing goes on)
Screening CCCC(=O)Nc1cc(C(=O)O)ccc1Sc1ccc(C)cc1 returned M4 PAM -4, TAAR1 antagonist 20, CHO-K1 Ca PAM 17, CRFBP-R2 block 6, TAAR1 agonist 3, CHRM5 antagonist 16, CHRM5 agonist -3, CHRM5 PAM 3 and CRFR2-BP ag 1.3.
Screening COc1cc2c(cc1OC)CN(Cc1nc3ccsc3c(=O)[nH]1)CC2 returned M4 PAM -4, TAAR1 antagonist 10, CHO-K1 Ca PAM 18, CRFBP-R2 block -3, TAAR1 agonist 1, CHRM5 antagonist -6, CHRM5 agonist -2, CHRM5 PAM 7 and CRFR2-BP ag 1.5.
For COc1ccc(/C=N/N2C(=O)c3ccccc3C2=O)cc1 the results were M4 PAM -3, TAAR1 antagonist -3, CHO-K1 Ca PAM 15, CRFBP-R2 block -1, TAAR1 agonist 1, CHRM5 antagonist -8, CHRM5 agonist 1, CHRM5 PAM 3 and CRFR2-BP ag 9.9.
Screening CCCCNC(=O)Cc1ccc(Br)cc1 returned M4 PAM 7, TAAR1 antagonist -22, CHO-K1 Ca PAM 4, CRFBP-R2 block 3, TAAR1 agonist 8, CHRM5 antagonist -3, CHRM5 agonist 0, CHRM5 PAM 2 and CRFR2-BP ag -1.4.
For Cc1ccc(S(=O)(=O)N2[C@H](c3ccccc3)CC(=O)[C@@H]3CN(S(=O)(=O)c4ccccc4)[C@H](c4ccccc4)C[C@@H]32)cc1 the results were M4 PAM 3, TAAR1 antagonist -20, CHO-K1 Ca PAM 7, TAAR1 agonist 2, CHRM5 antagonist 3, CHRM5 agonist 0 and CHRM5 PAM -4.
For CC(C)NC(=O)c1onc(CSc2ccc(F)cc2)c1C(=O)NC(C)C the results were M4 PAM 1, TAAR1 antagonist 13, CHO-K1 Ca PAM 15, CRFBP-R2 block -4, TAAR1 agonist 11, CHRM5 antagonist 5, CHRM5 agonist -5, CHRM5 PAM 6 and CRFR2-BP ag -2.4.
CC(=O)c1ccc(N(C)C)c2c(N(C)C)cccc12 was read as M4 PAM -4, TAAR1 antagonist -20, CHO-K1 Ca PAM -7, CRFBP-R2 block -11, TAAR1 agonist 5, CHRM5 antagonist 0, CHRM5 agonist -5, CHRM5 PAM 3 and CRFR2-BP ag 0.7.
For COc1ccccc1S(=O)(=O)N(C)C[C@H]1Oc2cc(C#CCC3CCCC3)ccc2S(=O)(=O)N([C@H](C)CO)C[C@H]1C the results were M4 PAM 0, TAAR1 antagonist -4, CHO-K1 Ca PAM 0, CRFBP-R2 block 2, TAAR1 agonist 1, CHRM5 antagonist 2, CHRM5 agonist -1, CHRM5 PAM 4 and CRFR2-BP ag 0.7.
Screening Cc1nnc(SCc2cc([N+](=O)[O-])cc3c2OCOC3)n(N)c1=O returned M4 PAM -2, TAAR1 antagonist 0, CHO-K1 Ca PAM -21, CRFBP-R2 block -4, TAAR1 agonist 15, CHRM5 antagonist 9, CHRM5 agonist 3, CHRM5 PAM 1 and CRFR2-BP ag 0.9.

High-throughput results (PubChem BioAssay)
